Assay outcomes: PubChem BioAssay, National Center for Advancing Translational Sciences (NCATS)
TDP1 inh = inhibitors of human tyrosyl-DNA phosphodiesterase TDP1 | Potency, µM (series often up to 130 µM), for inactives: at the top dose activity change, negative = inhibition, usual class: inhibitors | recombinant TDP1, AlphaScreen DNA substrate cleavage | 350,000 tested, 0.28% active | Q9NUW8 | AID 485290; active = well fitted inhibition curve with a large enough effect; inconclusive = small, poorly fitted or top-dose-only effect; inactive = no such curve, though single readings can be large or run the other way; note: nearly all actives have a fitted effect of over 40% in size
Target sequence (Q9NUW8 whole entry, looked up): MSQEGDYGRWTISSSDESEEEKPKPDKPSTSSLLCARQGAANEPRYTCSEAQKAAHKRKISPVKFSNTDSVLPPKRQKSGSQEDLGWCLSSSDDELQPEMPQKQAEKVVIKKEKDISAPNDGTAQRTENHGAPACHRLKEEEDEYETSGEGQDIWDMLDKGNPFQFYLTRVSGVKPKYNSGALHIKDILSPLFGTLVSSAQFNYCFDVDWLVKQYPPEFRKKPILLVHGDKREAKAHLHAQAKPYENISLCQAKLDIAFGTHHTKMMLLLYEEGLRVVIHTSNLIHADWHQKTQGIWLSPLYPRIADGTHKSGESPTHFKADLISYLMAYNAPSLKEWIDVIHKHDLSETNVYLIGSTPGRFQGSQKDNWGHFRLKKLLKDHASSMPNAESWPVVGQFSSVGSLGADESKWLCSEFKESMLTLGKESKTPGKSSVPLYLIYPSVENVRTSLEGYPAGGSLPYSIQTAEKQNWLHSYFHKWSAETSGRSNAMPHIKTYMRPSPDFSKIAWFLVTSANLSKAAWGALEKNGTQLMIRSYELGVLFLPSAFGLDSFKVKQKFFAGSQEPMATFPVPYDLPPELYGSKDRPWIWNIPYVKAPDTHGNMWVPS
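E. coli-derived human Tdp1, 1 nM final. Cpd preinc 15 min RT; substrate 15 nM final, 5 min RT; AS bead mix 10 ug/ml final, 10 min RT. Signal loss = tyrosine-FITC cleavage. No-enzyme wells = max signal.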
* hit, by the source's call; ? = inconclusive; [ ] = dose if it differs, or a comment. % is set by controls: 0 for no effect and ±100 for the full control effect; potency is the fitted concentration of half-maximal effect. This is a subset (hit frequency here may not be typical).

smiles | TDP1 inh
COC(=O)[C@H](C)NC(=O)C/C=C\[C@@H](C)CO | 8%[21 µM]
COc1ccc(-c2nnc3n2N=C(c2ccc(OC)cc2OC)CS3)cc1 | 17%
C=C1CC2C(=O)N(Cc3ccccc3)C(C(=O)O)C1N2C(=O)OC(C)(C)C (centres undefined) | 11%
COC(=O)[C@@H](NC(=O)O[C@@H]1C(=O)c2cc(OC)ccc2O[C@H]1c1cccc(OC)c1)C(C)C | 2%
Cn1c(N)c(C(=O)COC(=O)c2cc(C(F)(F)F)nc3c(C(F)(F)F)cccc23)c(=O)n(C)c1=O | 6%
COc1ccc2nc3c(c([Si](C)(C)C(C)(C)C)c2c1)Cn1c-3cccc1=O | 8%
C[C@@H](C(=O)N[C@@H](CO)Cc1ccccc1)[C@H]1C[C@]1(C)[C@H](NC(=O)OCc1ccccc1)c1ccccc1 | 6%
Oc1ccc(Br)cc1C1C=C(c2ccc3c(c2)OCO3)NC(c2cccc(F)c2)N1 (centres undefined) | 1%
Nc1nc(SCc2ccc([N+](=O)[O-])cc2)c2ncn([C@@H]3O[C@H](CO)[C@H](O)[C@H]3O)c2n1 | 7%
Cc1ccc(NS(=O)(=O)c2cc3c(cc2N2CCC2)NC(=O)CC3)cc1C | 1%
COC(=O)[C@@]1(Cc2ccccc2)[C@@H]2[C@@H](CC(=O)[C@H]2CC(=O)C(=O)N(C)C)CN1C(=O)c1ccccc1 | 10%
FC(F)(F)c1cc(NC(=S)NC(c2ccccc2)c2ccccc2)cc(C(F)(F)F)c1 | 2%
COC(=O)N1C2=C(c3ccccc3[C@@H]1CC(=O)Nc1ccc(Br)cc1)[C@@H]1C(=O)N(c3ccccc3)C(=O)[C@@H]1[C@H](C)C2 | 12%[12.3 µM]
CCCc1cc2c(n1Cc1ccc(OC)cc1)C(C)C1CN(C(=O)c3ccccc3)C(C)(C(=O)OC)C21 (centres undefined) | 9%
Cc1nnc(CN(C)c2ncnc3ccc(-c4ccc5c(c4)OCO5)cc23)o1 | -2%
C=CC1=C2C=C(C3CC3)N(CC(C)C)C=C2C(=O)C(C)(OC(=O)c2ccco2)C1=O (centres undefined) | ?
CC(C)(C)OC(=O)NC(Cc1ccccc1)C(=O)NC1COC2CC(n3ccc(=O)[nH]c3=O)OC12 (centres undefined) | 0%
C#CCCCO/N=C1/C[C@@H](O)[C@@H](O)[C@@H]2[C@@H]3C(=O)N(CCC(=O)OCC)C(=O)[C@H]3CC[C@H]12 | 6%[21 µM]
Cc1noc(C)c1-c1ccc2ncnc(NCc3ccc(Br)cc3)c2c1 | 4%
O=C(O)c1ccc2cc(-c3ccc(O)c(C45CC6CC(CC(C6)C4)C5)c3)ccc2c1 | 13%
CCOC(=O)CCN1C(=O)[C@H]2[C@H]3[C@H](O)[C@H](O)C/C(=N/OCc4ccccc4)[C@@H]3CC[C@@H]2C1=O | 6%[21 µM]
CC(=O)N1c2ccc(S(=O)(=O)Nc3ccc(C)c(C)c3)cc2CC1C (centres undefined) | 2%
CC(C)(C)OC(=O)N1CCC[C@H]1C(O)(c1ccccc1)c1ccccc1 | 3%
C/C=C1\COC(C(=O)NCc2ccccn2)(C(F)(F)F)C=C1C=C(C)C (centres undefined) | 5%
O=C1CCCC=C1[C@H](O)CCCCBr | 5%[21 µM]
CCCOCC(C)OCC(C)O (centres undefined) | 17%
CO[C@H]1COC(=O)CCC[C@H](C)[C@@H](OC)COC(=O)C/C=C\[C@@H]1C | 7%[21 µM]
Cc1nc(NCc2ccccc2)c2nc(-c3ccccc3)n(CCN3CCCCC3)c2n1 | 9%
COC(=O)[C@H](COC(C)(C)C)NC(=O)O[C@@H]1C(=O)c2ccc(OC)cc2O[C@H]1c1cccc(C(F)(F)F)c1 | 3%
Cc1nc(NCc2ccccc2)c2nc(-c3ccccc3)n(CCN3CCCC3)c2n1 | 10%
COc1ccc(-c2cc(C3C4C=CCCC4(C)C(=O)N3Cc3ccccc3)ccc2F)cc1OC (centres undefined) | 11%
c1ccc2c(c1)Cc1cc3cc4c(cc3nc1-2)OCO4 | 1%
CC(C)(C)CNc1nc(C#N)nc(Nc2ccccc2)n1 | 7%
C=CCC(O)(C#Cc1ccccc1)c1ccccc1 (centres undefined) | -6%
COc1cccc(CN2CC34CC(c5ccc(C(C)=O)cc5)C(CC3S2(=O)=O)O4)c1 (centres undefined) | 6%
Cc1ccc(CNC(=O)c2cn(C3CCCC3)c(=O)c3c2c2ccccc2n3C)o1 | 3%
COC(=O)C(C(=O)OC)C1c2ccccc2C=C(C2CC2)N1C(=O)OC (centres undefined) | 2%
Clc1nc2ccccc2nc1Cl | 16%
COC(=O)[C@@]1(Cc2ccc(F)cc2)[C@H]2c3cc(C(=O)N4CCCC4)n(CCN4CNCC4=O)c3C[C@H]2CN1C(=O)c1ccccc1 | 9%
CCC(=O)CC(NC(=O)OC)c1ccccc1 (centres undefined) | -1%[21 µM]
COC(=O)CCCC1=CC2=CC(=O)C(C)(OC(=O)c3ccco3)C(=O)C2=CO1 (centres undefined) | -6%
Cc1c(P(=S)(c2ccccc2)c2ccccc2)c2ccccc2n1C/C=C/c1ccccc1 | 0%
O=C(N/N=C1/C[C@@H](O)[C@@H](O)[C@@H]2[C@@H]3C(=O)N(c4cccc(Oc5ccccc5)c4)C(=O)[C@H]3CC[C@H]12)OCc1ccccc1 | 3%[21 µM]
COC(=O)C(NS(N)(=O)=O)C(C)C (centres undefined) | 1%
O=C(O)c1ccc(Cl)cc1Cl | 4%
O=C(O)C1CC=CC2CCN(C3CCCCC3)C(=O)C21 (centres undefined) | 13%
CCCCC/C=C\C/C=C\CCCCCCCCCC(=O)NCC(=O)O | 6%
COC(=O)c1ccccc1NC(=O)c1ccc(C#N)cc1 | 0%
COc1ccc(O[C@H]2C=C[C@@H](c3ccccc3)O[C@H]2CO/N=C(/C)CCC(=O)OC[C@@H]2O[C@H](C#Cc3ccccc3)C=C[C@@H]2Oc2ccc(C)cc2)cc1 | 6%[21 µM]
COC(=O)C1(CC(C)C)C=C2C(=C(C)C(=O)C2C)CN1 (centres undefined) | -13%
CC(C)C[C@@H](CC(=O)N[C@@H](CCC(=O)O)CC(=O)O)NC(=O)[C@@H]1CNCC[C@H]1NC(=O)C[C@@H](NC(=O)C[C@H](CO)NC(=O)[C@@H]1CCCC[C@H]1N)C(C)C | -1%
CCn1cnc2c(Nc3ccc(CC(=O)N=C(N)N)cc3)nc(C#N)nc21 | -3%
CCCNc1nc(C#N)nc(Nc2ccccc2)n1 | 6%
CC(C)C[C@@H](CC(=O)N[C@@H](CCCN)CC(=O)N[C@@H]1CCNC[C@H]1C(=O)N[C@H](CC(=O)N[C@@H](CCC(=O)O)CC(=O)O)CC(C)C)NC(=O)[C@@H]1CNCC[C@H]1N | 5%
COC(=O)N1[C@H](C)C=C[C@]1(Cc1ccccc1)C(=O)NCc1ccc(N(C)C)cc1 | 12%
CC(C)CCN1CCc2nc(COc3ccccc3)c3c(c2C1)COC(C)C3 (centres undefined) | 5%[21 µM]
N#CCCCS(=O)(=O)c1ccccc1 | 4%
O=C1[C@H]2[C@H]3[C@H](O)[C@H](O)C/C(=N/OC[C@@H](O)COCc4ccco4)[C@H]3CC[C@@H]2C(=O)N1C[C@@H]1CCCO1 | 4%[21 µM]
Cc1cccc(C)c1 | 3%
C[C@@H]1/C=C\CC(=O)OC[C@H](C)C(=O)N2CCC[C@@H]2C(=O)OC1 | 7%[21 µM]

Brought forward from above: 4 entries, then new ones.
smiles | TDP1 inh
N#CCCCS(=O)(=O)c1ccccc1 | 4%
O=C1[C@H]2[C@H]3[C@H](O)[C@H](O)C/C(=N/OC[C@@H](O)COCc4ccco4)[C@H]3CC[C@@H]2C(=O)N1C[C@@H]1CCCO1 | 4%[21 µM]
Cc1cccc(C)c1 | 3%
C[C@@H]1/C=C\CC(=O)OC[C@H](C)C(=O)N2CCC[C@@H]2C(=O)OC1 | 7%[21 µM]
CO[C@@H](CCOCc1ccccc1)C[C@H]1O[C@H](C(=O)OC(C)C)C=C[C@@H]1C | 1%
C=Cc1cc2c(s1)c1cnn(Cc3ccccc3F)c(=O)c1n2C | -2%
O=C1C=C[C@@H](O)[C@H]2[C@@H]3C(=O)N(C4CCCCC4)C(=O)[C@@H]3CC[C@H]12 | 5%[21 µM]
Cc1cc2c(s1)c1cnn(Cc3cccc(Cl)c3)c(=O)c1n2C | -7%
Cc1ccc2ccc3c(c2n1)NS(=O)(=O)c1ccc(C(F)(F)F)cc1-3 | -14%
COC(=O)NC(CC(C)=O)c1cccc(F)c1 (centres undefined) | -3%[21 µM]
COc1ccc(OC)c(NC(=O)C(OC(=O)CNC(=O)c2ccccc2)c2ccccc2)c1 (centres undefined) | 1%
CCOC(=O)CC(CC(C)=O)C(=O)OCC (centres undefined) | 6%
CCCCCCCCCCCCCCCCCCOC[C@@H](O)COP(=O)([O-])OCC[N+](C)(C)C | 5%
CCC1=C2CC[C@H]3C(=O)N(C)C(=O)[C@H]3[C@H]2[C@@]2(C)C(=O)N(CC(=O)OC)C(=O)N2C1=O | 6%
C=Cc1ccccc1C=C | 5%
CC(C)Cn1nnnc1S(=O)(=O)Cc1ccccc1 | 6%
COC1CCC(C(=O)c2ccc3nc4c(cc3c2)CCCO4)CC1 (centres undefined) | 5%
C=CCC1C=CC(Oc2ccc(F)cc2C)C(CO)O1 (centres undefined) | 3%[21 µM]
COc1ccc(N)c(OC)c1 | 17%
O=C(O)c1cc(N=Nc2ccc([N+](=O)[O-])cc2)ccc1O | 23%
BrC/C=C/CBr | 4%
CC1(OC(=O)c2ccco2)C(=O)C=C2C=C(c3ccc(C#N)cc3)OC=C2C1=O (centres undefined) | 1%
COC(=O)c1ccc(C(NC(=O)OCc2ccccc2)/C(I)=C/[C@@H](C)C(=O)NCc2ccc(OC)c(O)c2)cc1 (some centres undefined) | 12%
COc1ccc(C2N(Cc3ccccc3)C(=O)c3ccccc3N2C)cc1COc1ccc(NC(C)=O)cc1 (centres undefined) | -10%
CC(=O)OC[C@@H]1O[C@@H](O/N=C2/C[C@@H](O)[C@@H](O)[C@@H]3[C@H]4C(=O)N(c5ccc(F)cc5F)C(=O)[C@@H]4CC[C@@H]23)[C@H](OC(C)=O)[C@H](OC(C)=O)[C@@H]1OC(C)=O | 6%[21 µM]
CC(=O)OC[C@@H]1O[C@@H](O/N=C2/C[C@@H](O)[C@@H](O)[C@@H]3[C@@H]4C(=O)N(Cc5ccc6c(c5)OCO6)C(=O)[C@H]4CC[C@H]23)[C@H](OC(C)=O)[C@H](OC(C)=O)[C@@H]1OC(C)=O | 3%[21 µM]
Oc1ccccc1C1C=C(c2ccc3c(c2)OCO3)NC(c2c(F)cccc2Cl)N1 (centres undefined) | 3%
COCn1c2ccccc2c2nnc(C(=O)O)nc21 | 11%[21 µM]
CC#CCN1c2ccccc2[C@]23C[C@@H](C(=O)OC)N(S(=O)(=O)CCCC)C2=NC(C(=O)OC)=C(C(=O)OC)[C@H]13 | 16%[12.3 µM]
Nc1ccc(N)c(Cl)c1 | 0%
CO[C@H]1COC(=O)[C@H](C)COC(=O)[C@H](C)NC(=O)C/C=C\[C@H]1C | 4%[21 µM]
c1nc(NCC2CCCO2)c2cc(-c3ccc4c(c3)OCO4)ccc2n1 (centres undefined) | 0%
COc1ccc(C2=Nn3c(nnc3-c3ccccc3C)SC2)cc1OC | 9%
CSc1cc2c(s1)c1cnn(Cc3ccccc3F)c(=O)c1n2C | 1%
Oc1ccc(CNCc2ccccc2F)c2cccnc12 | 1%
CCOC(=O)CN1C(=O)N[C@@H](c2cccc(C(F)(F)F)c2)[C@H](C(=O)OC)[C@H]1C | -1%[12.3 µM]
CC(C)(C)OC(=O)NCC(=O)NNC(=O)c1nc2ccccc2[nH]1 | 1%
COc1cc(OC)c2c(c1C(CCN1CCN(c3ccccc3)CC1)c1ccc(N(C)C)cc1)OC(=O)CC2c1ccc(N(C)C)cc1 (centres undefined) | 26%
O=S(=O)(Nc1cc(Br)cc2cccnc12)c1ccccc1 | -2%
COc1cccc(CCc2ccccc2OCC[C@@H]2C[C@@H](O)CN2C)c1 | 13%
O=C(CNC(=O)c1cccc2ccccc12)OC(C(=O)Nc1cc(C(F)(F)F)ccc1Cl)c1ccccc1 (centres undefined) | -3%
COc1ccc(OC)c(-c2nnc3n2N=C(c2c(OC)cccc2OC)CS3)c1 | 10%
O=C(Cc1nnc(CNC(=O)c2ccccc2)s1)Nc1ccc(C(F)(F)F)cc1Cl | 1%
Cc1ccc(NS(=O)(=O)c2ccc3c(c2)CCN(C(=O)C(F)(F)F)C3)cc1C | 0%
COC(=O)c1ccc(C(NC(=O)OCc2ccccc2)/C(F)=C/[C@@H](C)C(=O)NCc2nc3ccccc3s2)cc1 (some centres undefined) | 8%
COc1ccc(-c2nc(-c3ccccc3)c(Nc3ccc4ccccc4c3)o2)cc1 | 12%
COC(=O)[C@@]1(Cc2ccc(OC)cc2)[C@H]2c3cc(C(=O)N(C)C)n(Cc4ccc(S(C)(=O)=O)cc4)c3C[C@H]2CN1C(=O)c1ccccc1 | 13%
O=C1C2=CC[C@H]3C(=O)N(C[C@@H]4CCCO4)C(=O)[C@@H]3[C@@H]2[C@H](O)[C@@H]2O[C@H]12 | -7%[21 µM]
O=C(Nc1cccc2cccnc12)c1ccccc1 | 0%
CCCC/C=C/[C@H](c1ccccc1)[C@H](CO)Cc1ccc2ccccc2c1 | -2%
C=CCCCC | 12%
CCc1ccc(C2/C=C\CNC(c3ccccc3)C(=O)N2Cc2ccc(C)cc2)cc1 (centres undefined) | 10%
